Screens as filed in PubChem.
BaF3 parental – counter-screen for JAK2V617F inhibitors: parental Ba/F3 viability inhibitors; inhibition, % at 5.6 µM; 220,000 tested, 1.1% active; CellTiter-Glo ATP luminescence;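 active = inhibition above a per-campaign cutoff, the mean inhibition of all tested compounds plus 3 SD, cut at about 27% in these data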;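 note: 0% = DMSO wells and 100% = JAK Inhibitor I control wells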
S1P4 antag – human S1P4 receptor antagonism; 220,000 tested, 0.26% active; S1P4-expressing cells, antagonist mode, reporter read-out; inhibition, % at 4.98 µM; O95977; in the data active = inhibition above about 29%;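 note: 0% = wells stimulated with agonist and 100% = vehicle wells without agonist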
CHOP inhibitor – blocks CHOP induction under ER stress | CHO-K1 CHOP-promoter luciferase, tunicamycin-induced, 15-18 h | inhibition, % at 10 µM | 220,000 tested, 3.8% active;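 active = compounds that reduced the stress-induced luciferase reporter signal by more than about 70% of percent inhibition, limit read from the data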;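 note: 0% = tunicamycin plus vehicle and 100% = wells without tunicamycin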
NPY2 pot ag – human NPY-Y2 potentiation or agonism, primary screen; cells expressing NPY-Y2, potentiator/agonist read-out; AID 1359; 220,000 tested, 0.45% active; activation, % at 3.6 µM; P49146; in the data active = activation above about 27%;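 note: cells stimulated with NPY near EC25 plus isoproterenol at EC100; 0% = vehicle plus submaximal agonist and 100% = vehicle plus saturating agonist; some results beyond the cut were filed as inactive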
NPY Y1 blocker – NPY-Y1 (human) receptor antagonism | P25929 | HEK293-CNG Y1 cells, membrane potential fluorescence; NPY at EC95, then isoproterenol | inhibition, % at 3.6 µM | 200,000 tested, 1% active;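 active = inhibition above the campaign mean inhibition of all tested compounds plus 3 SD, cut at about 20% in these data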;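 note: 0% = DMSO wells given NPY plus isoproterenol and 100% = isoproterenol alone without NPY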
Target sequence (P25929 whole entry, looked up): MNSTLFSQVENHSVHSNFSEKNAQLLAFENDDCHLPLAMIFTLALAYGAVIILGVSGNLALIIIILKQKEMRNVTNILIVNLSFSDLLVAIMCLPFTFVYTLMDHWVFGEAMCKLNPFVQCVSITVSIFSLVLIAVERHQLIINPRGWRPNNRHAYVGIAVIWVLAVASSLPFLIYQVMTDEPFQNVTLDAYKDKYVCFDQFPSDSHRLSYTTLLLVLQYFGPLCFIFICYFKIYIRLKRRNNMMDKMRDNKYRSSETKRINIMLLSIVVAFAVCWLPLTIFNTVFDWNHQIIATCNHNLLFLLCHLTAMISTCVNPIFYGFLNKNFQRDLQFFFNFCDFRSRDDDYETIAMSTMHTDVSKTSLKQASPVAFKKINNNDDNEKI
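Test system: HEK293 cells co-expressing NPY Y1 receptor and cyclic-nucleotide gated channel; Also added: NPY (25 nM), isoproterenol (1 µM), Ro 20-1724 (25 µM); Compound dosing: one concentration, 3.6 µM, in 0.4% DMSO; Timing: dye 3 h, compound 60 min room temperature, stimulation 45 min; Technique: Membrane-potential fluorescent dye readout.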
Ba/F3 V617F tox – reduce viability of Ba/F3 cells dependent on JAK2V617F; inhibition, % at 5.6 µM; Ba/F3 EpoR-JAK2V617F viability, ATP luminescence; 220,000 tested, 1.1% active; AID 1446;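 active = inhibition above the campaign mean plus 3 SD over all tested compounds, cut at about 24% in these data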;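 note: cytokine-independent growth of Ba/F3 cells driven by EpoR plus mutant JAK2; 0% = DMSO-treated cells and 100% = JAK inhibitor I control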
NPY1 pot ag – potentiates or activates human NPY-Y1 receptor. P25929. NPY-Y1 expressing cells, potentiator/agonist activation. activation, % at 3.6 µM. 220,000 tested, 0.37% active; in the data active = activation above about 33%, passing the limit was not always enough;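 note: cells stimulated with NPY at EC10 then isoproterenol at EC100; 0% = low agonist plus stimulus and 100% = saturating agonist plus stimulus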
S1P4 agonist – agonists of human S1P4 receptor; O95977; S1P4-expressing cell line, agonist reporter assay; activation, % at 4.98 µM; 220,000 tested, 0.35% active; AID 1509; in the data active = activation above about 11%;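 note: 0% = DMSO vehicle and 100% = reference agonist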
NCF1 inh – p47phox (human) inhibition. inhibition, % at 24.7 µM. p47phox/p22phox peptide binding, fluorescence polarization, 2 h. AID 1274. 220,000 tested, 0.53% active;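 active = inhibition above about 30%, limit read from the data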;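 note: 0% = p47phox with labelled peptide and 100% = labelled peptide alone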
Target sequence (P14598 whole entry, looked up): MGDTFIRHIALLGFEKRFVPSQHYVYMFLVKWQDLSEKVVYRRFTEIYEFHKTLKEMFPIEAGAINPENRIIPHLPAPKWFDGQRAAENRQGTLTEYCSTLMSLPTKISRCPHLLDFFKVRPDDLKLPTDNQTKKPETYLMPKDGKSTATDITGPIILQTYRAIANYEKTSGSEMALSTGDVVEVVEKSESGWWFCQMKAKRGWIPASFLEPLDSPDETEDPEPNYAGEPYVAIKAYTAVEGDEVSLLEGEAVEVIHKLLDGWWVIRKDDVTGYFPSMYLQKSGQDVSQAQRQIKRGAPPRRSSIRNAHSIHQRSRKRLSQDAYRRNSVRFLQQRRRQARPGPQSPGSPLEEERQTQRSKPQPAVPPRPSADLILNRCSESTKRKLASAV
* = called active by the depositor; . = no result given.

SMILES	BaF3 parental	S1P4 antag	CHOP inhibitor	NPY2 pot ag	NPY Y1 blocker	Ba/F3 V617F tox	NPY1 pot ag	S1P4 agonist	NCF1 inh
Cc1ccc2c(CC(=O)O)coc2c1	-0.1	-21.0	-0.6	-19.8	11.7	-3.2	-21.1	2.2	-4.3
CCOC(=O)C1=NN(C(C)=O)C2(CC(=O)N(c3cc(C)cc(C)c3)C2=O)C1 (centres undefined)	3.9	-17.7	16.7	3.1	-4.2	1.2	14.8	0.2	-3.8
O=C1C2C3C=CC(C3)C2C(=O)N1c1nc2ccccc2s1 (centres undefined)	0.3	-3.4	-16.3	-5.3	9.7	-2.9	-36.5	2.6	-8.4
Nn1c(SCC(=O)N2CCc3ccccc3C2)nnc1-c1cccs1	2.5	-8.1	14.7	-10.9	-1.1	1.5	-6.0	-0.1	1.2
Cc1cccc2sc(NC(=O)[C@H](C)N3C(=O)C4CC=CCC4C3=O)nc12 (some centres undefined)	-0.3	20.5	1.6	-10.4	.	4.5	-17.4	1.4	-6.5
COCCCNC(=O)c1ccc2nc3ccccc3c(=O)n2c1	8.8	6.7	19.1	17.5	1.2	0.6	2.4	2.6	-4.1
COc1cc(-c2nc3cnccn3c2Nc2ccc(C(C)C)cc2)ccc1O	7.1	15.1	110.0*	6.3	7.8	4.8	6.8	-0.2	-0.7
Cc1cc(Nc2c(C#N)c(N)nn2C)ccc1F	4.0	-5.8	12.1	3.0	0.5	3.5	1.3	1.8	2.8
Cc1nc2sc(C(c3ccco3)N3CCN(c4ccc(F)cc4)CC3)c(O)n2n1 (centres undefined)	0.1	2.0	-3.4	-4.5	2.0	2.0	-3.3	-0.4	-2.0
O=C(NCCN1CCCC1)c1cc(-c2ccncc2)nc2ccc(S(=O)(=O)N3CCOCC3)cc12	6.0	-17.6	35.7	3.4	5.5	3.0	-2.5	1.7	-15.3
CC(OC(=O)c1ccncc1)C(=O)NC1CCCC1 (centres undefined)	0.6	6.0	-9.9	-15.6	2.3	0.9	-19.3	-0.3	-7.9
CC(C)C(C(=O)NCC1CCCO1)N(Cc1cccs1)C(=O)CNS(=O)(=O)c1ccccc1 (centres undefined)	7.1	1.8	3.6	0.7	12.7	1.0	1.0	-0.9	11.5
COc1ccnc(Oc2ccc(Cl)cc2)c1C#N	5.2	-14.1	14.2	1.7	0.4	3.4	-17.4	0.1	3.6
O=C(COC(=O)[C@@H]1CCCN1S(=O)(=O)c1ccc(Cl)cc1)NCC(F)(F)F	3.9	-10.1	9.7	8.7	-2.6	-2.4	26.5	-1.3	-2.7
N#C/C(=C/c1cccc(C(F)(F)F)c1)c1nc(CCN2C(=O)c3ccccc3C2=O)cs1	5.3	0.1	33.4	4.5	7.7	0.3	17.7	-2.3	-5.3
COc1cccc(CN2CCCN(S(=O)(=O)c3ccc(Br)cc3)CC2)c1	5.0	-10.2	32.1	-1.9	0.1	0.7	-14.4	2.7	-2.8
COc1cccc(/C=C2\SC(=S)N(C(Cc3ccccc3)C(=O)O)C2=O)c1 (centres undefined)	15.3	2.9	-8.4	-11.9	3.5	1.4	-11.0	-0.6	-10.0
Cc1cc(C(F)(F)F)nc(CCNCc2c(C(=O)N3CCCC3)nc3ccccn23)n1	10.0	-7.1	4.6	-3.9	-1.6	2.4	1.6	-1.9	-7.9
CCOC(=O)CC1COCCN1C(=O)CCc1nnc(-c2ccsc2)o1 (centres undefined)	0.5	-25.1	-32.8	6.1	3.1	-4.9	5.8	-0.9	-1.2
O=C(Cn1ncc2c(=O)oc3ccccc3c21)NCCC1=CCCCC1	1.6	-15.0	31.3	-12.9	6.6	-1.3	-21.6	-0.1	-8.8
CC(C)(C)Nc1nc(Oc2ccc(=O)n(-c3ccccc3)n2)nc(N2CCOCC2)n1	3.6	-2.3	20.6	-10.8	0.8	2.6	-5.1	-0.6	-5.7
CCc1c(C)c2c(C)[nH]nc2oc1=O	3.2	14.3	19.6	-7.1	2.4	-2.3	4.4	-1.5	-22.0
Cc1ccc(C(=O)NCCc2csc(C)n2)cc1	4.9	-9.8	3.1	6.0	-3.9	-0.7	1.1	1.3	-14.4
COc1ccc(CCNC(=O)C2CCCN(S(=O)(=O)c3cccc4nonc34)C2)cc1OC (centres undefined)	3.2	-0.1	-1.7	7.2	-0.7	1.1	-21.6	-2.0	-1.2
CCCN(CC1CC1)C(=O)Nc1ccccc1C	-0.9	3.9	11.1	-0.3	5.0	-3.1	-0.8	1.5	-0.3
COCCn1c(C)cc(C(=O)COC(=O)c2cncc(Br)c2)c1C	9.8	-17.0	24.6	13.3	6.7	1.9	-4.1	-0.9	-7.8
CC1(C)CC2(CCO1)OC(=O)CC2C(=O)NCCc1ccccc1 (centres undefined)	2.4	-5.0	-22.5	2.9	3.5	1.7	-7.9	1.1	1.3

An excerpt from above in order of length of the SMILES, descending.
SMILES	BaF3 parental	S1P4 antag	CHOP inhibitor	NPY2 pot ag	NPY Y1 blocker	Ba/F3 V617F tox	NPY1 pot ag	S1P4 agonist	NCF1 inh
N#C/C(=C/c1cccc(C(F)(F)F)c1)c1nc(CCN2C(=O)c3ccccc3C2=O)cs1	5.3	0.1	33.4	4.5	7.7	0.3	17.7	-2.3	-5.3
CC(C)C(C(=O)NCC1CCCO1)N(Cc1cccs1)C(=O)CNS(=O)(=O)c1ccccc1 (centres undefined)	7.1	1.8	3.6	0.7	12.7	1.0	1.0	-0.9	11.5
O=C(COC(=O)[C@@H]1CCCN1S(=O)(=O)c1ccc(Cl)cc1)NCC(F)(F)F	3.9	-10.1	9.7	8.7	-2.6	-2.4	26.5	-1.3	-2.7
COc1ccc(CCNC(=O)C2CCCN(S(=O)(=O)c3cccc4nonc34)C2)cc1OC (centres undefined)	3.2	-0.1	-1.7	7.2	-0.7	1.1	-21.6	-2.0	-1.2
CC(C)(C)Nc1nc(Oc2ccc(=O)n(-c3ccccc3)n2)nc(N2CCOCC2)n1	3.6	-2.3	20.6	-10.8	0.8	2.6	-5.1	-0.6	-5.7
Cc1cc(C(F)(F)F)nc(CCNCc2c(C(=O)N3CCCC3)nc3ccccn23)n1	10.0	-7.1	4.6	-3.9	-1.6	2.4	1.6	-1.9	-7.9
COc1cccc(CN2CCCN(S(=O)(=O)c3ccc(Br)cc3)CC2)c1	5.0	-10.2	32.1	-1.9	0.1	0.7	-14.4	2.7	-2.8
COCCn1c(C)cc(C(=O)COC(=O)c2cncc(Br)c2)c1C	9.8	-17.0	24.6	13.3	6.7	1.9	-4.1	-0.9	-7.8
CC1(C)CC2(CCO1)OC(=O)CC2C(=O)NCCc1ccccc1 (centres undefined)	2.4	-5.0	-22.5	2.9	3.5	1.7	-7.9	1.1	1.3
CC(OC(=O)c1ccncc1)C(=O)NC1CCCC1 (centres undefined)	0.6	6.0	-9.9	-15.6	2.3	0.9	-19.3	-0.3	-7.9
Cc1ccc(C(=O)NCCc2csc(C)n2)cc1	4.9	-9.8	3.1	6.0	-3.9	-0.7	1.1	1.3	-14.4
COc1ccnc(Oc2ccc(Cl)cc2)c1C#N	5.2	-14.1	14.2	1.7	0.4	3.4	-17.4	0.1	3.6
CCCN(CC1CC1)C(=O)Nc1ccccc1C	-0.9	3.9	11.1	-0.3	5.0	-3.1	-0.8	1.5	-0.3
CCc1c(C)c2c(C)[nH]nc2oc1=O	3.2	14.3	19.6	-7.1	2.4	-2.3	4.4	-1.5	-22.0
